Bioassay records from PubChem.
ERp5 block: blocks human ERp5 reductase activity on insulin; Q15084; ERp5 insulin aggregation, absorbance 650 nm, 90 min; inhibition, % at 9.99 µM; 350,000 tested, 0.05% active;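 active = mean replicate inhibition above about 25%, with every replicate also reaching it, limit read from the data, passing the limit was not always enough; inconclusive = only one of those two criteria met; inactive = neither criterion met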
Target sequence (Q15084 whole entry, looked up): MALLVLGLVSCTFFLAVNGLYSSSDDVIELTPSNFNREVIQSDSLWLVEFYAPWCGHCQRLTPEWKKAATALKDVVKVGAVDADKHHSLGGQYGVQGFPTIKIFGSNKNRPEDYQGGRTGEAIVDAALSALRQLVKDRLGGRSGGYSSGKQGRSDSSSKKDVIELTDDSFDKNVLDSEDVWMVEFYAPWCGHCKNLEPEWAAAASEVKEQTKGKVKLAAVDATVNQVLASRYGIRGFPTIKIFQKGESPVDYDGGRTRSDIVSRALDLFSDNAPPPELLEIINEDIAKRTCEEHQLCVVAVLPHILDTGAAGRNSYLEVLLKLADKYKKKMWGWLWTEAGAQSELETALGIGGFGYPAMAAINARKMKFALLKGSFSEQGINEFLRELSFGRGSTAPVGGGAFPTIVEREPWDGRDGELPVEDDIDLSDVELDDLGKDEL
CASP6 VEID inh: caspase-6 (human) enzyme inhibition | P55212 | purified caspase-6, Z-VEID-R110 cleavage fluorescence | inhibition, % at 12.5 µM | 350,000 tested, 0.53% active | AID 686996;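 active = mean inhibition across replicates at least about 35%, with every replicate also reaching that limit, limit read from the data; inconclusive = only one of the two criteria met; inactive = neither criterion met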;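 also: 0% = median of neutral control wells and 100% = no fluorescence left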
Target sequence (P55212 24-179 limits assumed): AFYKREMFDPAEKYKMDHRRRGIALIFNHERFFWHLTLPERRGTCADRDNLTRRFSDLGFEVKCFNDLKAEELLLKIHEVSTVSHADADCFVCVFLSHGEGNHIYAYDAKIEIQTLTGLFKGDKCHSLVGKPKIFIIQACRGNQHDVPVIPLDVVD
Target sequence (P55212 194-293 limits assumed): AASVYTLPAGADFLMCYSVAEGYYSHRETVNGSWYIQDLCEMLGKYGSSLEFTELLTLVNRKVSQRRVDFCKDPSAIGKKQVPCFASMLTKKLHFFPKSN
CFTR F508del cor: correctors of CFTR F508del function in bronchial epithelial cells; CFBE cells, YFP halide quenching; stimulated with forskolin plus potentiator P3; % fluorescence drop versus neutral controls; activity (quench increase), % at 7.58 µM; 350,000 tested, 0.36% active;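 active = mean added fluorescence quench of at least 8% versus neutral control, with both replicates also reaching 8%; inconclusive = only one of the mean or replicate conditions met; inactive = mean below 8% and not both replicates reaching 8%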;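 also: cells transiently co-express mutant CFTR-F508del with the halide-sensitive YFP; corrector assay measuring rescue of mutant channel to the surface after 24 h compound exposure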
miR122 inh: blocks miR-122 activity in Huh7 sensor cells | Huh7 miR-122 Renilla luciferase sensor, 48 h; neutral wells = 0, positive control = 100 | activation (reporter increase), % at 12.5 µM | 340,000 tested, 0.3% active | AID 602342;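 active = mean replicate activation score at least 90 and every replicate individually at or above 90; inconclusive = only one of the two criteria met; inactive = neither criterion met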;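 also: higher luciferase means less miR-122 activity so hits act as miR-122 inhibitors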
DENV2 CPE: DENV2-induced cell death inhibition; 350,000 tested, 1.7% active; DENV2-infected cells, cytopathic effect rescue, plate reader; CPE inhibition, % at 9.99 µM; in the data active = CPE inhibition above about 20%, passing the limit was not always enough; inconclusive = no clear call, values can overlap the other calls; tested in BHK-21 cells;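 also: 0% = median of neutral control wells and 100% = median of positive control wells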
SIRT5 block: inhibitors of human sirtuin-5 desuccinylase. Q9NXA8. Purified SirT5, succinyl-peptide AMC, trypsin-coupled fluorescence. inhibition, % at 15 µM. 330,000 tested, 1.1% active. AID 652115; in the data active = inhibition above about 15%; inconclusive = no clear call, values can overlap the other calls
Target sequence (Q9NXA8 whole entry, looked up): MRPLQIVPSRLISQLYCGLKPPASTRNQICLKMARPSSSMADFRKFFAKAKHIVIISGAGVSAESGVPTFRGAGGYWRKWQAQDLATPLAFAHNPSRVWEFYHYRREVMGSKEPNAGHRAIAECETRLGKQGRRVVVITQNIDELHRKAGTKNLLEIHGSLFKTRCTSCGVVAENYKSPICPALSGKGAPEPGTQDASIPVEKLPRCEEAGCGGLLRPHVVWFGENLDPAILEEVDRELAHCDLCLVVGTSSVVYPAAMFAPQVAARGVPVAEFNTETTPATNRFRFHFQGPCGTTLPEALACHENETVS
ERAP1 HTS inh: ERAP1 (human) enzyme inhibition; recombinant ERAP1, Leu-AMC fluorescence, 60 min; inhibition, % at 10.7 µM; 340,000 tested, 0.15% active;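 active = mean replicate inhibition of at least 30%, or all replicates individually reaching that 30% level; inactive = mean below 30% and not every replicate reaching it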;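 also: 0% = neutral control wells and 100% = L-leucinethiol positive control wells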
* = called active by the depositor; ? = inconclusive; / = no result given; [ ] = dose if it differs, or a comment.

nr	SMILES	ERp5 block	CASP6 VEID inh	CFTR F508del cor	miR122 inh	DENV2 CPE	SIRT5 block	ERAP1 HTS inh
1	CCCC#Cc1ccc2c(c1)O[C@H](CN(C)S(=O)(=O)c1cccc(F)c1)[C@H](C)CN([C@@H](C)CO)S2(=O)=O	1	-4	-1.0	61[16.7 µM]	-8	2	-1
2	Cc1ccccc1NC(=S)Nc1ccc2cn[nH]c2c1	1	9	-1.2	/	-3	0	4
3	CC(C)NC(=O)Nc1ccc2c(c1)C(=O)N([C@H](C)CO)C[C@H](C)[C@@H](CN(C)C(=O)Nc1cccc3ccccc13)OCCCC[C@@H](C)O2	4	0	2.8	10[16.7 µM]	-3	3	3
4	C[C@H](CO)N1C[C@H](C)[C@@H](CN(C)C(=O)C2CCCCC2)Oc2ncc(-c3cccc(C#N)c3)cc2C1=O	2	-3	1.2	2[16.7 µM]	?	2	2
5	CCCCCCCCN1C(=O)[C@H](CC(=O)N2CCCCC2)C[C@@]2(C(=O)OC)CCCCC=C12	0	-2	-3.8	/	4	/	/
6	Cc1ccc(S(=O)(=O)NC[C@H]2O[C@@H](n3cnc4c(N)ncnc43)[C@H](O)[C@@H]2O)s1	-4	4	-4.0	-6	-8	-1	-6
7	O=C(CN(Cc1ccccc1)S(=O)(=O)c1ccccc1)NC1CC1	6	0	-0.9	/	3	11	8
8	O=S(=O)(Nc1ccc2nc(N3CCOCC3)sc2c1)c1ccc(Cl)cc1	-2	9	-2.1	5	-2	0	-1
9	O=C(c1cc(S(=O)(=O)N2CCOCC2)ccc1Cl)N1CCc2ccccc2C1	2	-3	-1.2	-1	-1	-1	3
10	C[C@H](CO)N1C[C@H](C)[C@H](CN(C)Cc2ccc(-c3ccccc3)cc2)Oc2c(NS(=O)(=O)c3ccc(Cl)cc3)cccc2C1=O	10	/	0.8	29[16.7 µM]	/	-1	-1
11	Cc1ccc(OCC(=O)OCC(=O)NC2CCS(=O)(=O)C2)cc1C (stereo not given)	5	1	-0.8	71	2	/	0
12	CN(C[C@@H]1N[C@H](CO)[C@@H]1c1ccc(C#CCC2CCCC2)cc1)S(C)(=O)=O	1	1	-2.8	/	-1	10	-3
13	CCCCC(=O)Nc1cc(OCC)c(NC(=O)c2ccccc2[N+](=O)[O-])cc1OCC	-5	3	-1.8	-1	-5	1	-1
14	Cc1[nH]c2ccccc2c1C(=O)C(=O)N1CCN(C)CC1	-6	-2	-1.0	-1	4	0	-3
15	COC(=O)[C@@]12C[C@@H](CC(=O)NCc3ccc(OC)c(OC)c3)C(=O)N(Cc3ccco3)C1=CCC(C)(C)C2	2	3	0.2	/	22*	1	0
16	COc1cccc(C#Cc2ccc([C@H]3[C@@H](CO)N4C(=O)CN(C(=O)Cc5ccccc5)C[C@H]34)cc2)c1	-3	/	6.1	/	3	1	/
17	C=CC[C@H](CC(=O)NCCO)C(=O)N[C@@H](COC(=O)[C@H](CC=C)CC(=O)OC(C)(C)C)Cc1ccccc1	-3	/	-0.5	-4	8	-2	2
18	CC1CCc2c(sc3ncn(Cc4ccc(C(=O)O)cc4)c(=O)c23)C1 (stereo not given)	4	3	0.3	-1	-1	-4	-9
19	CC=Cc1ccc2n(c1=O)C[C@H]1[C@H](CO)[C@@H](C(=O)NCc3cccc(F)c3)[C@@H]2N1S(C)(=O)=O (mixture of isomers)	6	2	-0.8	-6[16.7 µM]	14	-23	-2
20	C[C@H](CO)N1C[C@H](C)[C@@H](CN(C)C(=O)Nc2ccccc2)Oc2ncc(C#CC3CC3)cc2C1=O	7	1	4.0	-12[16.7 µM]	1	4	2
21	C=C(C)c1cccc(C(C)(C)NC(=O)Nc2ccc3[nH]c(=O)[nH]c3c2)c1	-3	-1	/	/	/	0	0
22	CCOC(=O)CN1C(=O)S/C(=C/c2ccc(O)c([N+](=O)[O-])c2)C1=O	1	3	0.2	/	7	5	9
23	C[C@@H]1CN([C@H](C)CO)C(=O)c2ccccc2-c2ccccc2CO[C@@H]1CN(C)Cc1ccccc1	-2	-2	-2.0	/	-16	4	-1
24	CC(=O)[C@@H]1[C@@H](C)N(Cc2ccccc2)C(=O)N[C@H]1c1ccccc1	3	0	0.4	/	1	/	-2

Profiles as entered above. Screens in order: ERp5 block	CASP6 VEID inh	CFTR F508del cor	miR122 inh	DENV2 CPE	SIRT5 block	ERAP1 HTS inh
Results for CCOC(=O)CN1C(=O)S/C(=C/c2ccc(O)c([N+](=O)[O-])c2)C1=O → 1	3	0.2	/	7	5	9
Results for C[C@H](CO)N1C[C@H](C)[C@@H](CN(C)C(=O)Nc2ccccc2)Oc2ncc(C#CC3CC3)cc2C1=O → 7	1	4.0	-12[16.7 µM]	1	4	2
Results for C[C@@H]1CN([C@H](C)CO)C(=O)c2ccccc2-c2ccccc2CO[C@@H]1CN(C)Cc1ccccc1 → -2	-2	-2.0	/	-16	4	-1
Results for C=CC[C@H](CC(=O)NCCO)C(=O)N[C@@H](COC(=O)[C@H](CC=C)CC(=O)OC(C)(C)C)Cc1ccccc1 → -3	/	-0.5	-4	8	-2	2
Results for C=C(C)c1cccc(C(C)(C)NC(=O)Nc2ccc3[nH]c(=O)[nH]c3c2)c1 → -3	-1	/	/	/	0	0

(next part)
nr	SMILES	ERp5 block	CASP6 VEID inh	CFTR F508del cor	miR122 inh	DENV2 CPE	SIRT5 block	ERAP1 HTS inh
25	C[C@@H]1CN([C@@H](C)CO)C(=O)c2cccc(NC(=O)c3nc4ccccc4s3)c2O[C@H]1CN(C)Cc1ccc(C(F)(F)F)cc1	1	1	0.0	63[16.7 µM]	-3	22*	-1
26	O=C(COc1ccccc1Cl)NC1CC1	1	4	-3.2	3	-4	-2	-1
27	C[C@H]1CCCCO[C@@H](CN(C)C)[C@@H](C)CN([C@@H](C)CO)C(=O)c2cc(NS(=O)(=O)c3ccccc3)ccc2O1	0	-5	-1.8	7[16.7 µM]	3	1	-3
28	CN1C(=O)c2cc(NC(=O)c3cccs3)ccc2OC[C@H]2O[C@H](CC(=O)NCCN3CCCCC3)CC[C@@H]21	1	2	0.8	0[16.7 µM]	4	0	-2
29	CCOc1cc(/C=N/NC(=O)Nc2ccccc2)ccc1O	-1	3	-0.4	/	6	/	-3
30	COc1ccc(CN(C)C[C@H]2OCCCC[C@@H](C)Oc3ccc(NC(=O)Nc4ccccc4)cc3C(=O)N([C@H](C)CO)C[C@@H]2C)cc1	/	/	-1.2	6[16.7 µM]	7	/	/
31	O=C(C[C@@H]1CC[C@@H]2[C@H](COC[C@@H](O)CN2S(=O)(=O)c2ccccc2)O1)NCc1ccc(-c2ccccc2)cc1	0	-7	-0.3	0[16.7 µM]	-5	-14	1
32	CC(=O)NNC(=S)Nc1cccc(F)c1	4	-1	-2.5	4	-4	/	/

Screen by screen, from the results shown.
SIRT5 block for nos. 25 to 31: 22*, -2, 1, 0, /, /, -14
CASP6 VEID inh for nos. 25 to 31: 1, 4, -5, 2, 3, /, -7
miR122 inh for nos. 25 to 31: 63[16.7 µM], 3, 7[16.7 µM], 0[16.7 µM], /, 6[16.7 µM], 0[16.7 µM]

(continued)
nr	SMILES	ERp5 block	CASP6 VEID inh	CFTR F508del cor	miR122 inh	DENV2 CPE	SIRT5 block	ERAP1 HTS inh
33	O=C(N[C@H]1CC[C@H](CCNS(=O)(=O)Cc2ccccc2)O[C@@H]1CO)c1ccc2c(c1)OCO2	1	7	1.0	/	1	/	0
34	Cc1noc(C)c1S(=O)(=O)Nc1ccc2c(c1)C(=O)N([C@@H](C)CO)C[C@H](C)[C@H](CN(C)Cc1ccc(C(=O)O)cc1)OCCCC[C@@H](C)O2	0	-2	0.2	8[16.7 µM]	50*	0	-5
35	O=C(NC(=S)Nc1ccc2[nH]c(=O)[nH]c2c1)c1cc(Br)ccc1Cl	4	4	0.4	-4	-1	-1	0
36	CSCCC(NS(=O)(=O)c1ccc(F)cc1)C(=O)NCc1ccc(S(N)(=O)=O)cc1 (stereo not given)	2	0	4.0	-13	0	0	3
37	COCC(=O)N1CCCCN2[C@@H](CO)[C@H](c3ccc(C#Cc4ccc(OC)cc4)cc3)[C@@H]2C1	-1	0	-5.1	-18[16.7 µM]	-4	1	2
38	Nc1nnc(SCC(=O)NNC(=O)c2ccc(Cl)cc2)s1	2	-5	-3.3	/	4	-3	-1
39	CC(C)N(C(=O)CN1CCC(c2nc3ccccc3[nH]2)CC1)C(C)C	4	-2	0.6	-4	-3	10	-7
40	O=C(NC1CCc2ccccc21)c1cc(COc2c(F)cccc2F)on1 (stereo not given)	6	-2	-0.7	/	5	-1	0
41	O=C(NCc1ccco1)C(=O)NCC1OCCN1C(=O)c1ccc(Cl)cc1 (stereo not given)	-3	3	-1.1	-2	-7	-2	/
42	COc1ccccc1CNS(=O)(=O)c1ccc(-n2cccn2)cc1	-11	1	0.8	12	6	4	-3
43	COC(=O)Nc1ccc(N2CCOCC2)c(S(=O)(=O)N2CCOCC2)c1	3	-1	-4.4	-5	0	1	2
44	CCCN(C)C[C@@H]1Oc2cc(C#Cc3cccc(OC)c3)ccc2S(=O)(=O)N([C@@H](C)CO)C[C@@H]1C	-1	-1	1.1	-14[16.7 µM]	/	6	0
45	CO[C@@H]1CN(C)C(=O)c2ccc(NC(=O)Cc3ccccc3)cc2OC[C@@H](C)N(C(=O)c2ccccc2F)C[C@H]1C	8	/	0.8	/	1	4	/
46	O=C(Nc1oc2ccccc2c(=O)c1-c1ccccc1)c1ccco1	2	2	3.2	-3	4	-7	-2
47	C[C@@H]1CN([C@H](C)CO)C(=O)c2cc(NC(=O)Nc3ccc4c(c3)OCO4)ccc2O[C@H]1CN(C)S(C)(=O)=O	0	0	-1.3	-3[16.7 µM]	0	1	2
48	C[C@H](CO)N1C[C@H](C)[C@H](CN(C)C(=O)NC2CCCC2)Oc2ncc(-c3cccc(F)c3)cc2C1=O	-4	-1	-1.4	-4[16.7 µM]	2	2	0
49	C[C@H](CO)N1C[C@H](C)[C@H](CN(C)Cc2ccc3c(c2)OCO3)Oc2c(NC(=O)c3nc4ccccc4s3)cccc2C1=O	/	-3	0.1	/	/	0	0
50	CCOc1ccccc1CN1CCNC(=O)C1CC(=O)NC1CCCCC1 (stereo not given)	5	2	-0.8	5	6	0	-3
51	Cc1cccc(C)c1OCC(=O)NC1CC1	-2	1	3.2	-14	5	-3	-3
52	COC(=O)CSc1nnc(NC(=O)C2CC(=O)N(c3ccc(F)cc3)C2)s1 (stereo not given)	-1	-2	2.5	/	?	-7	1
53	CC(OC(=O)CNC(=O)c1sc2ccccc2c1Cl)c1ccccc1 (stereo not given)	-2	0	1.9	-4	-7	-1	1
54	CC1(C)Cc2c(sc3c2c(=O)n(-c2cccc(Cl)c2)c(=O)n3CC(N)=O)CO1	2	-1	-32	-3	1	0	7
55	CCCNC(=O)c1ccc(COc2ccc(C(C)(C)C)cc2)o1	-1	2	0.6	1	4	4	0
56	Cc1oc(-c2cccs2)nc1CN1CCC(C(=O)N2CCCC2)CC1	5	-7	-2.0	/	-3	0	2
57	Cc1cc(NS(=O)(=O)c2ccc(N)cc2)no1	3	0	/	0	?	-2	0
58	O=C(c1ccccc1Br)N1CCN(c2ncccn2)CC1	2	1	-1.7	/	1	-2	-2
59	CCOC(=O)N1CCN(c2c(NCCN(C)Cc3ccccc3)c(=O)c2=O)CC1	5	-6	1.1	-2	?	0	-3
60	Cc1nn(-c2ccccc2)c(C)c1C(=O)NCCc1ccc(Cl)cc1	1	0	0.8	-8	0	-1	-6
61	Cc1ccccc1C(=O)NC(=S)N(C)CCc1ccccn1	-2	1	-0.7	/	/	-2	-2
62	O=C(Nc1ccc(Cl)cc1)N1C[C@H]2[C@@H](c3ccccc31)[C@@H](CO)N2CC1CCCCC1	-3	1	2.0	-2[16.7 µM]	1	0	-1
63	CC(=O)N1CCC2(CC1)NC(=O)N(c1ccccc1)N2	5	-6	-1.8	/	1	-6	0
